BLM inh = inhibitors of human Bloom syndrome helicase BLM; hit rate 0.2% among 350,000; recombinant BLM DNA unwinding, fluorescence dequenching; AID 2528; Potency, µM (highest dose often 56.1 µM), for inactives: at the highest dose activity change, negative = inhibition, usual class: inhibitors;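 further: plate controls were vehicle for no effect and no enzyme for full effect; nearly all actives have a fitted effect of over 35% in size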
Pol beta inh = inhibitors of human DNA polymerase beta; P06746; Pol beta primer extension/strand displacement, fluorescence kinetic; Potency, µM (top dose mostly 114 µM), inactives show top-dose activity change, negative = inhibition, hits mostly inhibitors; hit rate 1.3% among 340,000; further: on the % scale 0 is the no-effect control and ±100 the full control effect
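Reaction started by 50 nM substrate onto compound-treated Pol beta (10 nM, 15 min preincubation, room temperature); plates read at 0 min and 10 min. Normalized concentration-effect data fitted by four-parameter Hill equation.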
G9a inh = inhibitors of human histone lysine methyltransferase G9a | Q96KQ7 | G9a H3K9 monomethylation, AlphaScreen, 2 h | Potency, µM (titrated, usually from 102 µM), without a hit: top-dose activity, negative = inhibition, hits mostly inhibitors | hit rate 8.8% among 350,000; further: on the % scale 0 is the no-effect control and ±100 the full control effect; nearly all actives have a fitted effect of over 75% in size
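G9a (20 nM) preincubated 15 min RT with compounds, then 500 nM biotinylated H3K9 peptide and 20 uM SAM added; 2 h RT reaction. Monomethyl-H3K9 product detected by AlphaScreen with anti-H3K9me1 antibody, streptavidin donor and anti-rabbit IgG acceptor beads.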
Pol kappa inh = DNA polymerase kappa (human) inhibition; Q9UBT6; purified Pol kappa, fluorescent DNA synthesis assay, 10 min; Potency, µM (series often up to 107 µM), for the others: at the top dose activity, negative = inhibition, most hits filed as inhibitors; hit rate 0.53% among 400,000; AID 588579; further: on the % scale 0 is the no-effect control and ±100 the full control effect
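Here, compound and 10 nM enzyme are combined for 15 min at room temperature; adding 50 nM substrate (final) starts DNA synthesis, tracked by fluorescence at 0 and 10 min against buffer-only wells.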
BAZ2B inh = inhibitors of human BAZ2B bromodomain; AlphaScreen BAZ2B-H3K14Ac peptide displacement; Potency, µM (series often up to 114 µM), without a hit: top-dose activity change, negative = inhibition, most hits filed as inhibitors; hit rate 4.4% among 360,000; further: on the % scale 0 is the no-effect control and ±100 the full control effect; nearly all actives have a fitted effect of over 60% in size
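Complex of BAZ2B and biotin-H3K14Ac (50 nM apiece) forms over 30 min at RT, then faces library compounds up to 110 uM for another 30 min; AlphaScreen beads added, 20 min dark incubation, luminescence read.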
Pol eta inh = DNA polymerase eta (human) inhibition | recombinant Pol eta, fluorescent DNA replication assay | Potency, µM (titrated, usually from 114 µM), without a hit: at the top dose activity change, negative = inhibition, hits mostly inhibitors | hit rate 1.2% among 390,000 | AID 588591; further: on the % scale 0 is the no-effect control and ±100 the full control effect
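Fluorescent replication assay: 50 nM final substrate added after a 15 min room-temperature compound preincubation with 10 nM enzyme. Signal taken at 0 min and again at 10 min.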
Pol iota inh = blocks human DNA polymerase iota activity | hit rate 1% among 390,000 | Pol iota fluorescent replication assay, 10 min | Q9UNA4 | Potency, µM (highest dose often 115 µM), without a hit: top-dose activity, negative = inhibition, most hits filed as inhibitors
Target sequence (Q9UNA4 whole entry, looked up): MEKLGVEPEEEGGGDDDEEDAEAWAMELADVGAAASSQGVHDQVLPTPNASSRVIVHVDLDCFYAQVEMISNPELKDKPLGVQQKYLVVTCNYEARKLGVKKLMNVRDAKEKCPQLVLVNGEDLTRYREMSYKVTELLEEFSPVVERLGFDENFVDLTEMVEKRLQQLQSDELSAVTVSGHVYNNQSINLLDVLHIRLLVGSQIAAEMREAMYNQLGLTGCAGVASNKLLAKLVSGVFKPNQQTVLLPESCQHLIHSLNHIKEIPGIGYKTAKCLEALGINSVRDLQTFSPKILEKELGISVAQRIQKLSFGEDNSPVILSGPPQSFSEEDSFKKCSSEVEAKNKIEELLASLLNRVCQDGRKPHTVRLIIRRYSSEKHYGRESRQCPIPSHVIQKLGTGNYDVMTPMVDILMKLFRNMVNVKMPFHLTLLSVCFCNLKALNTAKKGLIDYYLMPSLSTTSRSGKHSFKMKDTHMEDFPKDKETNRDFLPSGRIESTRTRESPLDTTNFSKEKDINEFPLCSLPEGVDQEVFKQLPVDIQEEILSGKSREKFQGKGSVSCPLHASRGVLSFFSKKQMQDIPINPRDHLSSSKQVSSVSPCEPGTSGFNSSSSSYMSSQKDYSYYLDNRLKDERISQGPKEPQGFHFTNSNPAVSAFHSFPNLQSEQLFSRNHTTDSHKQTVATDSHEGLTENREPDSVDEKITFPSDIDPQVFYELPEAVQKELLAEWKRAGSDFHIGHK
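Fluorescent replication assay read twice, at 0 min and 10 min after adding 50 nM (final) substrate. Enzyme (10 nM) and compounds were first incubated 15 min at room temperature; enzyme-free buffer wells were negative controls.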
APEX1 inh = APE1 (human) endonuclease inhibition; P27695; Potency, µM (titrated, usually from 65.8 µM), without a hit: at the top dose activity change, negative = inhibition, actives largely listed as inhibitors; recombinant APE1, TAMRA/BHQ-2 abasic DNA cleavage fluorescence; hit rate 0.35% among 350,000; AID 2517;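 further: plate controls were vehicle for no effect and reference inhibitor for full effect; nearly all actives have a fitted effect of over 55% in size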
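Incision of a quenched TAMRA/BHQ-2 THF abasic-site duplex (50 nM) by 0.75 nM APE1, after 15 min compound preincubation, measured as fluorescence increase over three 60 s reads. Values normalized to buffer, DMSO and NSC13755 control wells.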
Apoferritin bind = binds horse apoferritin like a general anesthetic. Potency, µM (doses to about 77.5 µM), for the others: top-dose activity change, negative = displacement, actives largely listed as inhibitors. hit rate 0.074% among 350,000. P02791. apoferritin/1-aminoanthracene competitive binding, fluorescence; further: on the % scale 0 is the no-effect control and ±100 the full control effect; nearly all actives have a fitted effect of over 20% in size
Target sequence (P02791 2-175 limits assumed): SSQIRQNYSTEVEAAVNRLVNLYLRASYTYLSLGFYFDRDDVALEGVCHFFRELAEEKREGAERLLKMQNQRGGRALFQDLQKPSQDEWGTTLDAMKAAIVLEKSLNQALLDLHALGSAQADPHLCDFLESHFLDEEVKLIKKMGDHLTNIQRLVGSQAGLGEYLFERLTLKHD
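Steps: apoferritin (10 uM) was premixed with half-saturated 1-AMA in PBS, compounds were pin-transferred, plates stood 10 min at room temperature, fluorescence was read at 380/535 nm, and curves were fitted with a Hill equation.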
Starred values were filed as active, the others as inactive; [ ] = dose if it differs, or a comment. The call rests on the fitted dose curve; in most records, active means well fitted curve in the direction sought with a large enough effect; inconclusive means small, poorly fitted or top-dose-only effect, or another doubt; inactive means no such curve, though single readings can be large; an effect the other way counts as inactive or inconclusive. Potency means the concentration at half of the fitted maximal effect. An excerpt; count on the stated rates, not on these rows.

For Cc1sc2ncn(CC(=O)N3CCC4(CC3)OCCO4)c(=O)c2c1C the results were BLM inh 2%, Pol beta inh -1%, G9a inh -21%[12.7 µM], Pol kappa inh 8%, BAZ2B inh -2%, Pol eta inh -8%, Pol iota inh 8%, APEX1 inh 3% and Apoferritin bind -13%.
Cc1ccc(NC(=O)COc2ccc(-n3ccnc3)cc2)cc1Cl was read as BLM inh -5%, Pol beta inh 8%, G9a inh inconclusive, Pol kappa inh -2%, BAZ2B inh inconclusive, Pol eta inh -15%, Pol iota inh -15%, APEX1 inh -10% and Apoferritin bind 5%.
Screening Cc1[nH]c(=S)c(C#N)c2c1CCCC2 returned BLM inh 2%, Pol beta inh 0%, G9a inh 1.8µM*, Pol kappa inh -14%, BAZ2B inh inconclusive, Pol eta inh -1%, Pol iota inh 1%, APEX1 inh 1% and Apoferritin bind -9%.
Nc1ncc(P(=S)(N2CCOCC2)N2CCOCC2)s1 was read as BLM inh -1%, Pol beta inh -6%, G9a inh 4%, Pol kappa inh -4%, BAZ2B inh 8%, Pol eta inh -13%, Pol iota inh -6%, APEX1 inh 2% and Apoferritin bind -6%.
COc1cccc(OCC(=O)N2CCN(C)CC2)c1 was read as BLM inh -7%, Pol beta inh -17%, G9a inh 1%[59 µM], Pol kappa inh -1%, BAZ2B inh 6%, Pol eta inh 4%, Pol iota inh 30%, APEX1 inh -19% and Apoferritin bind -4%.
C=CCn1c(O)c(/C=C2\C=Nc3ccccc32)c(=O)[nH]c1=O was read as BLM inh 0%, Pol beta inh -5%, Pol kappa inh 4%, BAZ2B inh -2%, Pol eta inh -11%, Pol iota inh inconclusive, APEX1 inh inconclusive and Apoferritin bind -6%.
Screening O=S(=O)(Nc1ccc(-c2nc3ccccc3o2)cc1)c1ccccc1 returned BLM inh -7%, Pol beta inh 11%, G9a inh 11%[59 µM], Pol kappa inh -9%, BAZ2B inh -4%, Pol eta inh -16%, Pol iota inh 1%, APEX1 inh -7% and Apoferritin bind inconclusive.
COc1ccc(NC(=O)CN2C(=O)CN=C(c3ccccc3)c3ccccc32)c(OC)c1 was read as BLM inh 2%, Pol beta inh 1%, G9a inh -2%[59 µM], Pol kappa inh -21%[60.1 µM], BAZ2B inh inconclusive, Pol eta inh -9%, Pol iota inh -4% and Apoferritin bind 5%.
CCOc1ccccc1NC(=O)c1cccn(Cc2ccccc2C)c1=O was read as BLM inh -4%, Pol beta inh 26%, G9a inh 17%[59 µM], Pol kappa inh 0%[60.1 µM], BAZ2B inh 3%, Pol eta inh -10%, Pol iota inh -14% and Apoferritin bind -10%.
`CCc1ccccc1NC(=O)N1C[C@H]2C[C@@H](C1)c1cccc(=O)n1C2` gave BLM inh 1%, Pol beta inh 13%, Pol kappa inh 14%, BAZ2B inh 24%, Pol eta inh -16%, Pol iota inh -20%, APEX1 inh 10% and Apoferritin bind -11%.
Screening NC(=O)CF returned BLM inh -1%, Pol kappa inh 19%[60.1 µM], APEX1 inh -1% and Apoferritin bind -14%.
For Cc1ccc(Cn2cc(C=O)c(-c3ccc(C)cc3)n2)cc1 the results were BLM inh -8%, Pol beta inh 1%, G9a inh -3%[59 µM], Pol kappa inh -20%, BAZ2B inh 54%[activator], Pol eta inh -18%, Pol iota inh 1%, APEX1 inh -4% and Apoferritin bind -20%.
CNC(=O)Oc1cccc(-c2cn3cc(Cl)ccc3n2)c1 was read as BLM inh 2%, Pol beta inh -11%, G9a inh 9%, Pol kappa inh -6%, BAZ2B inh -21%, Pol eta inh 5%, Pol iota inh 97%[activator], APEX1 inh -3% and Apoferritin bind 2%.
For C=CCN1C(=O)NC(=O)/C(=C/c2ccc(OC)c(COc3ccc(NC(C)=O)cc3)c2)C1=O the results were BLM inh 0%, Pol beta inh 20%, Pol kappa inh 11%, BAZ2B inh -9%, Pol eta inh inconclusive, Pol iota inh 5%, APEX1 inh 10% and Apoferritin bind 6%.
Screening COc1cc2c(cc1OC)C(C(=O)N(C)C1CCCCC1)C1CCCCN1C2=O (configuration not stated) returned BLM inh 5%, Pol beta inh 1%, G9a inh -8%[59 µM], Pol kappa inh 1%, BAZ2B inh -11%, Pol eta inh -15%, Pol iota inh 31%[activator], APEX1 inh 2% and Apoferritin bind -8%.
For CCC(=O)c1ccc(OC)c(OC)c1 the results were BLM inh -8%, Pol beta inh 6%, G9a inh -2%, Pol kappa inh -7%, BAZ2B inh -16%, Pol eta inh -18%, Pol iota inh -6%, APEX1 inh -5% and Apoferritin bind -2%.
CC(C)(C)C(O)C(Cc1ccc(Cl)cc1Cl)n1cncn1 (configuration not stated) was read as BLM inh -3%, Pol kappa inh 14%[60.1 µM], APEX1 inh inconclusive and Apoferritin bind -12%.
`COc1ccc(C)cc1NC(=O)c1cccn(Cc2ccccc2Cl)c1=O` gave BLM inh -4%, Pol beta inh 22%, G9a inh 13%[59 µM], Pol kappa inh -4%[60.1 µM], BAZ2B inh 8%, Pol eta inh -8%, Pol iota inh 9% and Apoferritin bind -6%.
`C=CCC1(Nc2ccccc2)CC(C)N(C)CC1C` (configuration not stated) gave BLM inh 2%, Pol beta inh 16%, G9a inh 8%, Pol kappa inh 0%, BAZ2B inh -5%, Pol eta inh -4%, Pol iota inh -13%, APEX1 inh -3% and Apoferritin bind 1%.
Screening O=C(CSc1nc(-c2cccs2)nc2cc(=O)[nH]n12)Nc1ccc(F)cc1 returned BLM inh -9%, Pol beta inh 2%, G9a inh 26%[59 µM], Pol kappa inh -14%, BAZ2B inh -4%, Pol eta inh -23%, Pol iota inh inconclusive and Apoferritin bind -6%.
O=C(c1cc(F)ccc1F)C1CCCN(Cc2cccc(Cl)c2)C1 (configuration not stated) was read as BLM inh -8%, Pol beta inh 4%, G9a inh 102%[activator], Pol kappa inh -13%, BAZ2B inh 59%[activator], Pol eta inh -12%, Pol iota inh -12%, APEX1 inh -6% and Apoferritin bind -15%.
O=C(O)CCn1cc(C=C2C(=O)NC(=S)NC2=O)c(-c2cccc(Cl)c2)n1 was read as BLM inh 2%, Pol beta inh -17%, G9a inh 2.5µM*, Pol kappa inh -35%, BAZ2B inh inconclusive, Pol eta inh inconclusive, Pol iota inh 64%[activator], APEX1 inh 1% and Apoferritin bind -23%.
For Cc1ccc(O)c(C(=O)c2cc(C(=O)NCc3ccccc3)c(=O)n(Cc3ccccc3)c2)c1 the results were BLM inh -14%, Pol beta inh 8%, G9a inh inconclusive, Pol kappa inh -5%, BAZ2B inh -9%, Pol eta inh -17%, Pol iota inh -3%, APEX1 inh 2% and Apoferritin bind 3%.
For O=C(Nc1cccc2ncccc12)c1ccccc1Cl the results were BLM inh -4%, Pol beta inh 4%, G9a inh 79µM*, Pol kappa inh -4%, BAZ2B inh inconclusive, Pol eta inh 6%, Pol iota inh -10%, APEX1 inh 52%[activator] and Apoferritin bind 0%.
`CCOC(=O)c1ncn2c1[C@@H]1CCCN1C(=O)c1cc(OC)ccc1-2` gave Pol beta inh 12%[57.1 µM], G9a inh -18%[59 µM], Pol kappa inh -6%[60.1 µM], Pol eta inh -3%[57.1 µM], Pol iota inh 1%[58.9 µM] and APEX1 inh 0%.
For COc1nc2ccccc2c(=O)n1-c1ccc(C)cc1 the results were BLM inh -2%, Pol beta inh 34%, G9a inh 7%[59 µM], Pol kappa inh -3%, BAZ2B inh 6%, Pol eta inh -18%, Pol iota inh 6%, APEX1 inh 5% and Apoferritin bind -9%.
`COc1ccc2c(c1)c(C(=O)O)c(C)n2CC(C)C` gave BLM inh -1%, Pol beta inh 9%, G9a inh 9%[12.7 µM], Pol kappa inh -7%, BAZ2B inh -2%, Pol eta inh -6%, Pol iota inh 8%, APEX1 inh -4% and Apoferritin bind -10%.
O=c1oc2ccccc2cc1-c1cn2cc(Cc3ccc(F)cc3)sc2n1 was read as BLM inh 2%, Pol beta inh 4%, G9a inh 51%[activator][59 µM], Pol kappa inh 2%, BAZ2B inh 30%, Pol eta inh -14%, Pol iota inh 9% and Apoferritin bind -11%.
For O=C(NCC(c1cccnc1)N1CCN(c2ccccc2F)CC1)Oc1ccccc1 (configuration not stated) the results were BLM inh -3%, Pol beta inh 10%, G9a inh 3%, Pol kappa inh -1%, BAZ2B inh inconclusive, Pol eta inh -4%, Pol iota inh 15%, APEX1 inh -3% and Apoferritin bind -16%.
Screening NC[C@@H]1O[C@H](O[C@H]2[C@H](O)[C@@H](O[C@H]3[C@H](O)[C@H](N)C[C@H](N)[C@H]3O[C@@H]3O[C@H](CO)[C@@H](O)[C@H](O)[C@@H]3N)O[C@H]2CO)[C@@H](N)[C@H](O)[C@@H]1O returned BLM inh 0%[21.4 µM], G9a inh 29%[21.5 µM], Pol kappa inh -4%[12 µM], APEX1 inh -2%[21 µM] and Apoferritin bind 1%[29.3 µM].

Random excerpt: three compounds from above, in no set order.
Screening COc1cc2c(cc1OC)C(C(=O)N(C)C1CCCCC1)C1CCCCN1C2=O (configuration not stated) returned BLM inh 5%, Pol beta inh 1%, G9a inh -8%[59 µM], Pol kappa inh 1%, BAZ2B inh -11%, Pol eta inh -15%, Pol iota inh 31%[activator], APEX1 inh 2% and Apoferritin bind -8%.
For CCC(=O)c1ccc(OC)c(OC)c1 the results were BLM inh -8%, Pol beta inh 6%, G9a inh -2%, Pol kappa inh -7%, BAZ2B inh -16%, Pol eta inh -18%, Pol iota inh -6%, APEX1 inh -5% and Apoferritin bind -2%.
O=C(O)CCn1cc(C=C2C(=O)NC(=S)NC2=O)c(-c2cccc(Cl)c2)n1 was read as BLM inh 2%, Pol beta inh -17%, G9a inh 2.5µM*, Pol kappa inh -35%, BAZ2B inh inconclusive, Pol eta inh inconclusive, Pol iota inh 64%[activator], APEX1 inh 1% and Apoferritin bind -23%.

Compound activity: PubChem, National Center for Advancing Translational Sciences (NCATS)
